UTI89 phage lysis = inhibition of K1F phage lysis, E. coli UTI89, bacterial capsule biogenesis inhibitors, alamar blue (AID 488966). E. coli UTI89 K1F phage lysis, alamar blue, 2 h; higher % means a stronger effect. hit rate 0.02% among 340,000. inhibition, % at 100 µM, or IC50 in µM where a hit was titrated;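 active = phage lysis inhibition, versus mean bacterial control, above a set limit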;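 also: capsule biogenesis inhibitors block K1F phage lysis so surviving cells raise fluorescence; higher fluorescence means more inhibition of phage lysis; actives were called in the ten point dose series up to 300 µM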
Numbers without * were called inactive; [ ] = dose if it differs, or a comment. Some of the compounds tested. The share of hits here may be higher or lower than overall.

SMILES | UTI89 phage lysis
Cc1ccc2[nH]c(C(=O)N/N=C/c3ccccc3O)c(C)c2c1 | -1.0%[50 µM]
CC(Oc1ccccc1)C(=O)N=C1SC2CS(=O)(=O)CC2N1c1ccc(F)cc1 (stereo not given) | 0.3%
COc1ccc(CN(C)C(=O)COc2cccc(-n3cnnn3)c2)cc1OC | 0.2%[50 µM]
O=C(Nc1ccccc1)C1CCCN1S(=O)(=O)c1cccs1 (stereo not given) | 0.6%[50 µM]
NC(=S)NN=C1c2ccccc2-c2cc(Br)ccc21 | 1.7%
COc1cccc(NC(=O)CN(C)S(=O)(=O)c2ccc3c(c2)NC(=O)CS3)c1 | 0.0%
COc1cccc(C(C(=O)NC(C)(C)C)N(Cc2ccc(F)cc2)C(=O)CCC(=O)Nc2cc(C)on2)c1OC (stereo not given) | -0.5%
CCn1cc(S(=O)(=O)NCc2ccc(OC)cc2)cn1 | -0.6%[50 µM]
Cc1nn(C)cc1CN1CCC(n2nccc2NC(=O)CCCc2ccccc2)CC1 | 0.7%
COc1cccc(CNC(=O)c2cccc(NC(=O)C3=C(C)OCCS3)c2)c1 | 0.5%
COCCCn1c(=O)c2ccccc2n(Cc2cc(C(=O)OC)ccc2OC)c1=O | 0.9%
CC(C)c1c(C(=O)N/N=C/c2ccoc2)nnn1-c1nonc1N | -0.5%
CCCNC(=O)c1ccccc1N1CCN(CCCCN2C(=O)C3CCCCN3C2=O)CC1 (stereo not given) | 1.6%
COC(=O)CSc1cccc2c1C(=O)CC2c1ccccc1 (stereo not given) | -0.1%
CCOC(=O)c1cccc(NC(=O)CCc2nnc3ccc(N4CCN(C)CC4)nn23)c1 | 0.2%
COc1ccc(NC2CCCN(C(=O)CN3CCOC3=O)C2)cc1 (stereo not given) | 0.8%[50 µM]
COc1cccc(OC)c1C(=O)N[C@@H]1C(=O)N2[C@@H]1SC(C)(C)[C@@H]2C(=O)O | -0.6%
O=C(NCc1ccccc1)/C(=C\c1ccc(O)cc1)NC(=O)c1ccco1 | -0.2%
Cc1cccc(OCC(=O)Nc2ccncc2)c1 | 3.1%
CC(=O)c1ccc(S(=O)(=O)N(CCCO)Cc2cc3cc4c(cc3[nH]c2=O)OCCO4)cc1 | 0.1%
COc1ccc(-c2cc(C(=O)NCC(c3ccccc3)N(C)C)c3ccccc3n2)cc1OC (stereo not given) | -0.2%
Cc1ccc(-c2csc(NC(=O)c3ccc(Br)cc3)c2C(=O)O)cc1 | -0.1%
C=CCC[C@@H](Cc1ccc(F)cc1)C(=O)OC[C@H](C)NC(=O)[C@@H](CC=C)CC(=O)N(CCO)Cc1ccccc1 | -0.4%
O=C(O)c1ccc(/C=N/Nc2ccc(Cl)nn2)cc1 | 0.0%
Cc1cc(NC(=O)CN(C)CC(=O)Nc2ccc(Cl)c(C(F)(F)F)c2)no1 | -0.3%[50 µM]
Cc1onc(-c2ccccc2Cl)c1C(=O)N(C)Cc1ccccc1 | -0.6%[50 µM]
NC(=O)C1CCN(C(=O)c2ccc(Cl)c(S(=O)(=O)N3CCCCCC3)c2)CC1 | 0.6%[50 µM]
O=C(COC(=O)c1cccs1)Nc1ccccc1Cl | 0.3%
Cc1ccc(S(=O)(=O)CCC(=O)OCC(=O)NCCc2ccc(F)cc2)cc1 | -0.5%
CN(Cc1ccccc1)C1CCNCC1 | 0.4%
CC(C)CN(C(=O)CN(C)CC(=O)Nc1ccccc1C#N)c1c(N)n(CC(C)C)c(=O)[nH]c1=O | 1.0%
O=C(C1CCN(S(=O)(=O)c2cccs2)CC1)N1CCCCC1 | 0.1%
O=C(Nc1ccc(Cl)c(S(=O)(=O)N2CCOCC2)c1)C1=NN(c2ccccc2)C(=O)CC1 | 1.2%
O=C(c1ccc(Cl)cc1Cl)N1CCN(c2ccccn2)CC1 | 0.5%
NC(=S)NN=C1CCCCCCCC1 | 0.9%
COc1c(C(=O)Nc2nccs2)ccc2ccccc12 | 0.1%
O=C(NCCc1ccc(C(F)(F)F)cc1)C1CC(=O)N(c2ccc3c(c2)OCCO3)C1 (stereo not given) | 0.3%[50 µM]
O=C(NCC1CCCCC1)c1ccc(Br)o1 | 0.3%
C/C(=N\NC(=O)C(O)c1ccccc1)c1ccc(Cl)cc1 (stereo not given) | 0.0%
CCOC(=O)NNC(=O)c1[nH]c2ccc(Br)cc2c1-c1ccccc1 | 0.3%
N#C[C@@H]1N(Cc2ccccc2)C(=O)[C@H]2CC3C=CC21O3 (stereo not given in full) | -1.2%
O=C1NC(=S)N/C1=C/c1cccc2ccccc12 | 0.7%
CCc1cccc(C)c1NC(=O)CSc1nnc(C)o1 | 3.1%[50 µM]
O=C(CSc1nnc(CNC(=O)c2ccccc2F)o1)NCc1ccco1 | 0.2%
COc1cc(CCC(=O)Nc2cnc3ccccc3c2)cc(OC)c1OC | -0.1%
CCOc1ccc(-n2ccc(=O)c(C(=O)Nc3ccc(S(=O)(=O)N4CCOCC4)cc3)n2)cc1 | 0.0%
COc1cccc(CN(C)C(=O)Cc2c[nH]c3ccccc23)c1OC | -0.4%
COc1cc(NC(=O)COC(=O)CO/N=C(\C)c2ccc3c(c2)OCO3)cc(OC)c1 | 0.2%[50 µM]
O=C(Oc1cccc([N+](=O)[O-])c1)C1CCN(C(=O)c2ccc(F)cc2)CC1 | 0.7%[50 µM]
Cc1nc(Cl)sc1C(=O)Nc1ccc(C(C)(C)C)cc1 | -1.0%
COc1cc(/C=N/NC(=O)CNC(=O)/C=C/c2ccco2)cc(OC)c1OC | 0.2%
CCc1nc(Nc2ccc(O)cc2)c2oc3ccccc3c2n1 | 0.3%
O=C(Nc1nnc(S(=O)(=O)N2CCCCCC2)s1)c1ccccc1Br | 0.1%
Cc1cc(C)c(NC(=O)CSc2nnc(CN3CCOCC3)n2C)c(C)c1 | 0.2%
COc1cccc(-c2ccnc3[nH]n(-c4ccccc4)c(=O)c23)c1 | -0.2%
O=C(CCC(=O)c1cccs1)OCC(=O)c1ccccc1 | 3.4%
COc1ccccc1CNC(=O)C1CCN(S(=O)(=O)c2ccc3c(c2)C(C)(C)C(=O)N3C)CC1 | -1.6%
Cc1ccc(-n2nnnc2SCC(=O)NC2CCS(=O)(=O)C2)c(C)c1 (stereo not given) | 1.5%[50 µM]
CCN1C(=O)C(=Cc2cccc(OC)c2Oc2ccc([N+](=O)[O-])cc2[N+](=O)[O-])SC1=S | 0.2%
Cc1ccc(N2CC(C(=O)N3CCOCC3)CC2=O)cc1C (stereo not given) | 0.1%

Molecules above containing bromine (5):
SMILES | UTI89 phage lysis
NC(=S)NN=C1c2ccccc2-c2cc(Br)ccc21 | 1.7%
Cc1ccc(-c2csc(NC(=O)c3ccc(Br)cc3)c2C(=O)O)cc1 | -0.1%
O=C(NCC1CCCCC1)c1ccc(Br)o1 | 0.3%
CCOC(=O)NNC(=O)c1[nH]c2ccc(Br)cc2c1-c1ccccc1 | 0.3%
O=C(Nc1nnc(S(=O)(=O)N2CCCCCC2)s1)c1ccccc1Br | 0.1%

(more compounds)
SMILES | UTI89 phage lysis
CC(=O)N1CCOc2ccc(S(=O)(=O)NCc3ccc(Cl)cc3)cc21 | 0.8%
CNC(=O)c1ccc(NC(=O)CN2c3cccc4cccc(c34)S2(=O)=O)cc1 | 1.2%[50 µM]
Cc1ccccc1N(C(=O)c1snc(C(N)=O)c1N)C(C(=O)NCc1ccccc1)c1ccc(O)cc1 (stereo not given) | 0.9%
O=C(CCSc1ccccc1)NNC(=O)c1ccccc1F | 1.2%[50 µM]
Cc1noc(C)c1COc1ccc(C(=O)NCCc2ccc(F)cc2)cc1 | 0.4%
Cc1ccc(OCc2ccccc2Br)c([N+](=O)[O-])n1 | 0.0%
CCC(Oc1ccccc1)C(=O)Nc1ccc(S(=O)(=O)Nc2cc(C)on2)cc1 (stereo not given) | -1.6%
Cc1c(NC(=S)NC(=O)CSc2ccc(Cl)cc2)cccc1C(=O)O | 0.1%
CCCCn1c(N)c(N(CCOC)C(=O)c2cc(Cl)nc3ccccc23)c(=O)[nH]c1=O | 0.0%[50 µM]
O=C(CSc1cc(Cl)ccc1Cl)NCCCn1ccnc1 | 0.5%
COc1ccc(NC2CCCN(C(=O)CSc3ccncc3)C2)cc1 (stereo not given) | 1.0%[50 µM]
CSc1ccc(Cl)c(C(=O)NNC(=O)c2csc(N3CCOCC3)n2)c1 | 0.6%[50 µM]
O=C(CN1CCCCC1)NC(=O)NC1CCCCC1 | 0.6%[50 µM]
COc1cccc(C(=O)Nc2ccc3[nH]c(=O)[nH]c3c2)c1OC | 0.3%
COc1ccccc1C1CC(=O)Oc2cc(C)c(Cl)cc21 (stereo not given) | 0.1%
Cc1cccc(NC(=O)C2CCCCN2S(=O)(=O)c2ccccc2)c1C (stereo not given) | -0.6%[50 µM]
COc1ccc(Cn2ccnc2SCC(=O)Nc2ccccc2F)cc1 | 1.6%[50 µM]
COc1ccc(Cl)cc1NC(=O)CSc1nnc(C)c(=O)n1N | 0.0%
COc1cc([N+](=O)[O-])c2nc(C(=O)O)ccc2c1 | -0.8%
COc1ccc(C(=O)Nc2ccc(NC(=O)c3ccco3)cc2)cc1 | 0.2%
Cc1nc(SCCC(=O)O)c2cc(-c3ccccc3)sc2n1 | -0.1%
Cc1ccc(C)c(Sc2ccc(NC(=O)CCN3C(=O)NC4(CCCC4)C3=O)cc2)c1 | -1.4%[50 µM]
O=C(Cn1c(=O)oc2ccccc21)Nc1ccccc1Cl | -1.3%
Cc1ccc(COc2ccc(CNCCCN3CCCCCC3=O)cc2)cc1 | 0.3%
O=C(C=Cc1ccccn1)c1ccccc1 | -8.2%
CC(C)(C)NC(=O)CN(CC1CCCO1)C(=O)CNS(=O)(=O)c1ccc(F)cc1 (stereo not given) | 0.5%
O=C(COC(=O)c1cnccn1)c1ccc(-c2ccccc2)cc1 | 1.6%[50 µM]
CC(=O)c1cccc(NC(=O)c2sc3nc4n(c(=O)c3c2C)CCCCC4)c1 | 1.1%
O=S(=O)(O)c1ccc(O)c2cc(Nc3ccccc3)ccc12 | 1.1%
Cc1c(CNCCc2ccccc2Cl)c(C(=O)O)c(C)n1-c1ccccc1 | 0.3%

6 structures already listed, arranged by molar mass, descending:
SMILES | UTI89 phage lysis
CC(C)(C)NC(=O)CN(CC1CCCO1)C(=O)CNS(=O)(=O)c1ccc(F)cc1 (stereo not given) | 0.5%
CC(=O)c1cccc(NC(=O)c2sc3nc4n(c(=O)c3c2C)CCCCC4)c1 | 1.1%
Cc1c(CNCCc2ccccc2Cl)c(C(=O)O)c(C)n1-c1ccccc1 | 0.3%
COc1ccc(Cl)cc1NC(=O)CSc1nnc(C)c(=O)n1N | 0.0%
COc1ccc(C(=O)Nc2ccc(NC(=O)c3ccco3)cc2)cc1 | 0.2%
O=S(=O)(O)c1ccc(O)c2cc(Nc3ccccc3)ccc12 | 1.1%

(next part)
SMILES | UTI89 phage lysis
COCCNC(=O)CCc1nc2cccnc2n1Cc1ccc(OC)cc1 | -0.4%[50 µM]
CCn1nc(C)c(CNC(=O)c2cc(COc3ccc(C)nc3)on2)c1C | 0.4%
C/C(=N\NC(=O)c1nnn(-c2nonc2N)c1-c1cccs1)c1cccc(O)c1 | -0.2%
COc1cc(CN2CCN(Cc3c[nH]c4ccccc34)CC2CCO)cc(OC)c1 (stereo not given) | 1.7%
COc1cc(C(=O)N2CCC(C(N)=O)CC2)ccc1OCc1c(C)noc1C | 4.1%
CC(=O)c1ccc(NC(=O)CN2C(=O)NC3(CCCc4ccccc43)C2=O)cc1 (stereo not given) | 0.4%[50 µM]
CC(=O)c1c(C)[nH]c(C(=O)COC(=O)c2cccs2)c1C | -0.3%
Clc1cccc(-c2noc3ncnc(Nc4ccc5c(c4)OCO5)c23)c1 | 0.2%
CCC(=O)N1CCN(c2ccc(Cl)cc2NC(=O)c2ccc([N+](=O)[O-])o2)CC1 | 0.8%
CCCCC1CCC(C(=O)N(C)CC(=O)Nc2cccc(F)c2)CC1 (stereo not given) | -0.4%[50 µM]
O=C(COC(=O)CCNS(=O)(=O)c1cccs1)Nc1ccccc1 | 1.4%[50 µM]
CC(C)N(CCCNC(=O)C1CCC(CNS(=O)(=O)c2ccccc2)CC1)Cc1ccccc1 (stereo not given) | 0.3%
CCCCN(CC)CCNC(=O)c1cc2c(=O)[nH]c3ccccc3c2s1 | -0.2%
O=C(C1COc2ccccc2O1)N1CCN(c2nc3ccc([N+](=O)[O-])cc3s2)CC1 (stereo not given) | 0.9%[50 µM]
C1=C(c2ccccc2)Nc2ncnn2C1c1ccccc1 (stereo not given) | 1.6%
COC(CNC(=O)c1ccc(CS(=O)(=O)c2ccc(Br)cc2)o1)OC | 0.6%
Cc1nc2ccccc2n1Cc1ccc(Cl)cc1 | 11.3%
C=CCN1CCN(C(=O)c2oc3ccccc3c2C)CC1 | -1.6%
CCC1CCCCN1CCCNC(=O)CN1C(=O)CSc2ccc(S(=O)(=O)N3CCC(C)CC3)cc21 (stereo not given) | 0.3%
Cc1cccc(C(=O)O/N=C(\N)c2ccccn2)c1 | -0.3%
Cc1c(O)ccc(C(=O)CN2CCN(c3ccc(F)cc3)CC2)c1O | 0.3%
O=C(O)COc1ccccc1C=NNC(=O)c1ccc(NS(=O)(=O)c2cccs2)cc1 | 0.5%[50 µM]
CCOc1cc(-c2nc3n(c(=O)c2C#N)CCS3)ccc1O | 0.0%
CCOc1cc(C(=O)N2CCC3(CC2)NCCc2[nH]cnc23)cc(OCC)c1OCC | 0.3%
COc1ccccc1N(C)S(=O)(=O)c1ccc(C)c(C(=O)NCc2ccccn2)c1 | -0.1%[50 µM]
CCN(CC)S(=O)(=O)c1ccc(N2CCOCC2)c(NC(=O)C(C)Oc2ccc(F)cc2)c1 (stereo not given) | 0.3%[50 µM]
C/C(CC(=O)Nc1ccc2c(c1)OCCO2)=N\NC(=O)COc1ccc(Cl)c(C)c1 | 0.0%
Cc1nn(CC(=O)OCC(=O)NCCc2ccc(S(N)(=O)=O)cc2)c(C)c1[N+](=O)[O-] | 0.8%[50 µM]

Assay outcomes deposited in PubChem by Southern Research Specialized Biocontainment Screening Center.
